# Screening results as filed in PubChem.
# Mtb FBA inh: Mtb fructose-bisphosphate aldolase inhibition; inhibition, % at 1 µM; AID 588726; purified M. tuberculosis FBA, fluorescence read-out; P9WQA3; actives 2.3% (n = 360,000); in the data active means inhibition above about 27%;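 further: 0% = vehicle and 100% = reference inhibitor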
# Target sequence (P9WQA3 whole entry, looked up): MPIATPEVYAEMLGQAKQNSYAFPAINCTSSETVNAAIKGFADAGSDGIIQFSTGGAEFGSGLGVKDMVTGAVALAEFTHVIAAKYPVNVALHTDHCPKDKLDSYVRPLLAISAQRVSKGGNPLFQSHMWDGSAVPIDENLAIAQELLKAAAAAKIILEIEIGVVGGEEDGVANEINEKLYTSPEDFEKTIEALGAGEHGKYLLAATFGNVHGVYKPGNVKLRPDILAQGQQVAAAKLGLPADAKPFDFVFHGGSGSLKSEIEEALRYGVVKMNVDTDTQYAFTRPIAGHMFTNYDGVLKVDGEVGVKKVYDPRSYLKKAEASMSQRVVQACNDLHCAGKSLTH
# PriA SSB inh: inhibitors of Klebsiella pneumoniae PriA binding to SSB C-terminal tail; AlphaScreen SSBct-PriA binding, biotinylated peptide; inhibition, % at 33 µM; actives 0.6% (n = 430,000); AID 1272365; in the data active means inhibition mostly above about 37%, no sharp cut-off; inactive means mostly below about 20%;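 further: plate controls were negative control peptide for no effect and reference peptide for full effect; strong numbers were not always called active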
# Mtb BioA inh: blocks M. tuberculosis BioA enzyme activity; actives 0.096% (n = 360,000); purified M. tuberculosis BioA enzyme, plate reader; inhibition, % at 9.99 µM; in the data active means inhibition above about 40%
# DUSP3 inh: DUSP3 (human) phosphatase inhibition. P51452. actives 0.52% (n = 290,000). recombinant VHR phosphatase, pNPP absorbance. AID 1654. inhibition, % at 13.3 µM; in the data active means inhibition above about 50%; further: some compounds called inactive have numbers as strong as hits
# Target sequence (P51452 whole entry, looked up): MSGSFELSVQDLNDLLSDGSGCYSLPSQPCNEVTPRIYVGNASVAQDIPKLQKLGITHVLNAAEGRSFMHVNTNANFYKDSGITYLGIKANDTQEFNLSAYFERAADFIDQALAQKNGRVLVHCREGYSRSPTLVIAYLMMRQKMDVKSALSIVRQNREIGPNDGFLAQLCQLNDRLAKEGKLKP
# SARS 3CLpro inh: SARS-CoV 3CLpro protease inhibition; actives 0.14% (n = 290,000); inhibition, % at 6 µM; P0C6X7; recombinant SARS-CoV 3CLpro, quenched FRET peptide cleavage; AID 1706; in the data active means inhibition above about 12%
# Mtb UGM inh: Mtb UDP-galactopyranose mutase inhibition | purified UGM, fluorescence polarization probe displacement | inhibition, % at 10 µM | actives 0.06% (n = 320,000) | P9WIQ1; in the data active means inhibition above about 10%, passing the limit was not always enough
# Target sequence (P9WIQ1 whole entry, looked up): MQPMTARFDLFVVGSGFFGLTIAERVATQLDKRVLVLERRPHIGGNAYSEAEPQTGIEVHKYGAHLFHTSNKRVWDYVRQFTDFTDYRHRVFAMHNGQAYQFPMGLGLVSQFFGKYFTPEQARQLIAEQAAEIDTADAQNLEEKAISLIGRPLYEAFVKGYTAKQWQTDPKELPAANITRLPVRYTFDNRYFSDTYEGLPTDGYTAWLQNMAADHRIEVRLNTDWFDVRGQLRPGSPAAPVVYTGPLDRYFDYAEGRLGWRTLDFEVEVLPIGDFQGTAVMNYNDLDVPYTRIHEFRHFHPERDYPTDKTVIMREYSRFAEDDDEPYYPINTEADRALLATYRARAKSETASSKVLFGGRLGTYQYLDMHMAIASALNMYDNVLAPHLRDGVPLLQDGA
# Rv3671c protease: Rv3671c (M. tuberculosis) protease inhibition; actives 0.048% (n = 320,000); inhibition, % at 5.96 µM; in the data active means inhibition above about 38%;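 further: extracellular domain of Rv3671c used as enzyme; 0% = enzyme with DMSO and 100% = no enzyme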
# GDH-TPI inh: counter-screen for M. tuberculosis FBA inhibitors: GDH-TPI coupled enzymes; GDH-TPI coupled enzyme counterscreen, NADH absorbance; inhibition, % at 4.8 µM; actives 1.2% (n = 360,000); in the data active means inhibition above about 30%;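 further: 0% = DMSO wells and 100% = wells lacking the enzyme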
# BH1578 lux ind: induces V. cholerae light production without autoinducers; actives 0.16% (n = 350,000); V. cholerae BH1578 lux reporter, luminescence, 6 h; activation, % at 18.7 µM; in the data active means activation mostly above about 9.7%, no sharp cut-off; further: not every result past the cut was called active; inactives centre near 0; reference of the scale not given here
# MazEF act: MazEF (E. coli) toxin RNase activation | FAM/BHQ RNA-DNA oligo cleavage fluorescence, 5 h | activation, % at 20 µM | actives 0.32% (n = 350,000); in the data active means activation above about 50%
# Target sequence (P0AE70 whole entry, looked up): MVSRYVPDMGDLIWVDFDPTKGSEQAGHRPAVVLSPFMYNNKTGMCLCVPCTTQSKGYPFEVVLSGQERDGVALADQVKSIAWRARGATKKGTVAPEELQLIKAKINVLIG
# Active calls of the source: *; i = inactive; / = no result given; + = active, no number; & = joins results of further samples.
SMILES,Mtb FBA inh,PriA SSB inh,Mtb BioA inh,DUSP3 inh,SARS 3CLpro inh,Mtb UGM inh,Rv3671c protease,GDH-TPI inh,BH1578 lux ind,MazEF act
O=c1[nH]c(=O)n(-c2cccc3ccccc23)c(O)c1C=NCc1ccc2c(c1)OCO2,-1.3,-7.2,-3.1,11.6,-1.7,0.2,-51.3,3.4,-0.7,-4.7
Nc1c(C(=O)CSc2ncccn2)c(=O)[nH]c(=O)n1C1CC1,3.5,-17.5,-3.3,/,/,0.4,-1.1,-1.1,-1.4,-0.4
COc1ccnc(Oc2ccccc2)c1C(=O)N/C=N/OCc1ccc(F)cc1Cl,1.4,/,-1.4,-4.7,5.6,1.8,3.0,2.1,-11.1,-14.5
C[C@@H]1COC(=O)[C@@H](Cc2ccc(F)cc2)C/C=C\C[C@@H](CC(=O)NCCO)C(=O)N1,-3.0,-5.1,-3.0,/,/,2.9,-0.9,0.0,-0.2,2.1
Cc1ccc(C(=O)Oc2ccc(/C=N/NC(N)=O)cc2)cc1,1.5,/,1.4,24.4,0.1,0.3,3.8,-1.6,-0.5,5.2
Cc1ccc(S(=O)(=O)N2CCC(C(=O)N[C@@H](Cc3ccccc3)C(=O)O)CC2)cc1,2.2,-7.1,-0.3,2.4,2.7,-1.9,6.5,-5.5,-0.7,6.8
Cc1cc(NC(=O)CSc2cc(Cl)ccc2Cl)n(-c2ccccc2)n1,3.8,-16.5,-0.4,-2.5,5.9,0.2,-12.8,2.6,-0.3,-9.5
CCOC(=O)c1c(NC(=O)CN2C(=O)NC(C)(c3ccccc3)C2=O)sc(C)c1C (configuration not stated),2.2,-13.3,-6.7,-0.5,5.5,3.0,-12.1,9.3,-0.4,-3.8
O=C(CCC1CCCN(C(=O)CCN2CCCCC2=O)C1)NCc1ccccc1F (configuration not stated),1.3,-15.5,-0.7,13.9,-0.7,-1.2,2.9,-3.5,-0.4,5.0
O=C(c1c[nH]c(C(=O)C(Cl)(Cl)Cl)c1)c1ccc(F)cc1Cl,10.4,-19.0,/,5.2,7.8,-1.9,-10.5,4.8,0.2,10.1
Cc1ccc(/C=C2\SC(=S)N(CCC(=O)NNC(=O)c3cccnc3)C2=O)cc1,0.7,1.0,-2.3,17.6,0.8,-1.8,-20.5,12.6,-0.8,11.3
CCCOc1ccc(-c2nc(=S)[nH][nH]2)cc1,-1.5,-9.7,0.1,-6.6,5.6,-2.1,4.9,-6.1,i,6.1
Cc1ccc(SCc2[nH]nc3c2C(C(C)C)C(C#N)=C(N)O3)cc1 (configuration not stated),-0.9,3.4,-2.6,2.2,0.9,0.1,2.5,0.0,i,1.5
CC1CCN(C(=O)c2nc[nH]c2C(=O)N2CCC(C)CC2)CC1,0.5,-11.1,-1.3,/,/,0.6,6.5,2.6,i,5.0
O=C(Nc1ccc(C(=O)O)cc1)/C(=C\c1ccc2c(c1)OCO2)NC(=O)c1ccc(Br)cc1,0.0,-4.8,0.4,19.7,4.6,-1.0,-1.5,19.9,-2.0,7.4
COc1cc(/C=N/N=C2/NC(=O)C(Cc3ccc(F)cc3)S2)ccc1O (configuration not stated),3.5,/,/,10.8,-1.9,-0.2,-1.4,42.0*,-0.3,-17.7
O=C(NCCCc1ccccc1)c1cccc(S(=O)(=O)N2CCOCC2)c1,-3.2,-19.6,0.1,/,/,1.1,3.7,-8.6,i,2.0
Cc1ccc(-c2n[nH]c(=O)c3ccccc23)cc1S(=O)(=O)N(C)C,-5.3,4.0,-0.7,12.2,4.8,0.8,0.2,-22.4,-0.2,-7.9
CCc1nc2ccc(C(=O)N3CCCCC3)cn2c1N(C)CCCc1ccccc1,-2.5,/,3.7,/,/,/,/,6.2,i,/
CC(C)CCc1noc(CN2CCC(C(=O)N3CCOCC3)CC2)n1,3.4,-1.5,-1.8,27.1,3.1,2.6,12.7,-0.5,-0.4,2.1
O=C(CN1C(=O)c2ccccc2S1(=O)=O)Nc1cccc(S(=O)(=O)N2CCOCC2)c1,-2.1,-2.8,-1.7,/,/,0.1,0.0,0.8,-7.6,1.4
COc1ccc(/C=C2/N=C3CCCCCN3C2=O)cc1OC,-1.8,-11.4,-1.7,20.4,-1.1,-1.8,-1.2,13.4,-1.7,17.1
CCCCCn1c(=O)c(C(=O)Nc2ccccn2)c(O)c2ccccc21,1.1,-16.6,-1.0,-16.3,2.3,-0.3,-2.2,0.0,0.4,-3.5
O=C(N/C(=C\c1ccccc1)C(=O)N1CCCCCC1)c1ccccc1,-0.3,-4.0,/,25.9,1.1,-0.1,3.6,6.7,-0.5,13.3
COc1ccccc1Cc1nnc(NC(=O)C2CCN(C(=O)c3ccco3)CC2)s1,-0.5,-1.4,-1.1,35.9,-2.0,4.0,-15.5,1.1,-0.2,6.5

# Of the compounds above, these contain two or more sulfur atoms:
SMILES,Mtb FBA inh,PriA SSB inh,Mtb BioA inh,DUSP3 inh,SARS 3CLpro inh,Mtb UGM inh,Rv3671c protease,GDH-TPI inh,BH1578 lux ind,MazEF act
Cc1ccc(/C=C2\SC(=S)N(CCC(=O)NNC(=O)c3cccnc3)C2=O)cc1,0.7,1.0,-2.3,17.6,0.8,-1.8,-20.5,12.6,-0.8,11.3
O=C(CN1C(=O)c2ccccc2S1(=O)=O)Nc1cccc(S(=O)(=O)N2CCOCC2)c1,-2.1,-2.8,-1.7,/,/,0.1,0.0,0.8,-7.6,1.4

# Additional results follow.
SMILES,Mtb FBA inh,PriA SSB inh,Mtb BioA inh,DUSP3 inh,SARS 3CLpro inh,Mtb UGM inh,Rv3671c protease,GDH-TPI inh,BH1578 lux ind,MazEF act
CCN1C(=O)[C@H]2[C@@H](c3ccc(-c4cccc(Cl)c4)c(OC)c3)N[C@@](CC(C)C)(C(=O)OC)[C@H]2C1=O,0.1,-1.1,-1.0,/,/,4.2,-0.2,11.2,i,-2.8
COc1ccc(NC(=O)C(C)N2C(=O)C3CC=C(Cl)CC3C2=O)cc1 (configuration not stated),0.9,-4.7,-0.2,-16.6,0.1,-1.1,/,0.3,-3.6,0.6
CCNC(=S)N/N=C/c1cc(C)ccc1C,2.9,/,/,22.7,-2.6,0.6,-7.0,9.9,i,9.1
Cc1ccc(S(=O)(=O)c2nc(C)oc2NCc2ccccc2)cc1,/,/,/,-7.7,-4.5,1.0,-12.7,/,/,/
Cc1ccc(S(=O)(=O)c2c(N)n(Cc3ccco3)c3nc4ccccc4nc23)cc1C,90.8*,-9.8,-0.2,11.3,1.8,-3.0,-28.7,39.9*,-0.3,3.3
CN(C)S(=O)(=O)c1ccc(N2CCCC2)c(C(=O)Nc2nc3ccc(F)cc3s2)c1,3.8,2.5,-1.8,-1.5,4.6,-3.3,-27.5,22.2,-0.2,-17.3
COc1ccc(NC(=O)CN(C)C2CCCCC2)c([N+](=O)[O-])c1,3.7,-14.0,-0.2,32.7,-1.4,-1.8,0.3,-3.1,-1.6,-5.8
Cc1cc(=O)oc2c3c(cc(OCC(=O)NCc4cccnc4)c12)OC(C)(C)CC3,+,-1.1,11.9,12.7,-1.8,4.8,-5.6,21.6,-0.4,7.4
Cc1ccc(NC(=O)COC(=O)c2oc3ccccc3c2C)cc1S(=O)(=O)N1CCOCC1,-0.9,-13.2,-1.0,/,/,/,/,2.5,i,-8.8
CCOC(=O)C1CCN(C(=O)CSc2nnc(-c3ccco3)n2-c2ccccc2)CC1,0.2,-2.8,-0.6,21.3,-3.2,-0.5,1.4,17.5,-0.7,-4.1
O=C(Nc1cnccn1)c1csc2ccccc12,3.3,0.3,/,6.1,-0.3,3.4,-3.3,2.4,-0.4,5.9
CCCCNC(=O)N(CC)c1c(N)n(Cc2ccccc2)c(=O)[nH]c1=O,-0.5,-9.8,/,-0.2,-0.4,2.7,-8.4,-2.5,1.4,6.1
CN(C)CCCNc1nc(-c2ccc(Cl)cc2)nc2ccccc12,-1.9,-8.2,1.2,20.0,-3.7,-0.5,-7.2,-1.5,i,25.9
O=C(COc1ccccc1Br)NCc1ccco1,-5.3,7.8,-1.0,-0.5,0.7,-0.5,-0.4,-5.1,i,-0.6
Cc1nnc(SCC(=O)c2cc(C)n(C3CC3)c2C)s1,-0.6,-14.7,/,20.8,-4.2,3.0,-4.3,-1.9,6.9,4.7
CN(Cc1cnn(C)c1)Cc1nc(COc2ccccc2)no1,1.4,-6.9,0.3,-25.5,-3.7,4.2,5.3,-4.3,0.2,5.2
CC[C@@H](C)[C@H](NC(=O)CNC(=O)Cc1c(C)c2c(cc(C)c3c(C)coc32)oc1=O)C(=O)O,82.5*,-0.8,-2.4,-11.9,-0.3,-1.7,-4.9,11.8,i,-11.7
CC(/C=C\c1cccnc1)=C/C(=O)O,12.6&-1.1,-9.7,-0.4&-0.5,6.2&35.5,-4.8&1.5,2.4&1.5,-5.6&3.0,-12.8&0.3,3.6,0.1&-1.8
COc1cc(OC)cc(C(=O)NCc2ccc3[nH]c(C)cc3c2)c1,-1.9,2.5,/,6.0,-2.3,2.8,-3.5,-4.5,-0.1,1.2
CCCCn1c(N)c(N(CC(C)C)C(=O)C2CCN(S(=O)(=O)c3ccccc3)CC2)c(=O)[nH]c1=O,-3.9,-13.6,/,/,/,1.6,-1.3,5.3,-0.5,-2.2
C=CCn1c(SCC(=O)c2cccs2)nnc1-c1cccc(OC)c1,-0.3,-5.8,16.2,10.9,4.4,0.2,1.0,-2.4,1.9,-6.4
Cc1nnsc1C(=O)N(Cc1ccccc1)C(C)C,2.3,-4.9,1.0,19.4,-3.6,1.8,0.8,-10.2,-0.4,8.9
COc1ccc(OC)c(NC(=O)C2(C)CCN2Cc2cccc(OC)c2F)c1 (configuration not stated),-0.4,/,-1.3,/,/,/,/,-11.9,i,/
Cc1ccnc(NC(=O)CS(=O)(=O)Cc2ccccc2)c1,2.6,-8.4,-2.5,37.3,1.8,-0.4,4.3,8.4,i,-4.1
Cc1nc([N+](=O)[O-])cn1CC(=O)c1ccc(F)cc1,1.1,-9.5,1.3,7.2,-2.9,-0.7,5.6,-1.7,i,0.6
# (list continues)
SMILES,Mtb FBA inh,PriA SSB inh,Mtb BioA inh,DUSP3 inh,SARS 3CLpro inh,Mtb UGM inh,Rv3671c protease,GDH-TPI inh,BH1578 lux ind,MazEF act
O=C(NC1CCS(=O)(=O)C1)c1ccc(N2CCCCC2)c([N+](=O)[O-])c1 (configuration not stated),6.2,-0.8,3.6,18.8,7.3,0.4,2.8,9.5,i,2.1
Cc1ccc(C)c(CN2CCC(n3nnc4cc(F)ccc43)CC2)c1,0.8,-0.4,-0.6,18.6,-4.2,-0.3,-4.9,5.0,-0.4,-1.8
Cc1ccc(NC(=O)C(c2ccc(Cl)cc2)N2CCCCC2)cc1 (configuration not stated),-1.9,19.4,-0.1,2.7,-2.0,/,/,0.5,-0.4,2.9
CCCCN(CC)C(=O)c1ccc(-c2ccccc2)cc1,2.0,-21.9,3.1,1.3,-3.3,0.9,9.2,-3.8,-0.3,1.4
CCOC(=O)c1cc(-c2ccccc2)n(CC(=O)NC(C)(C)C)c1C,3.0,-9.1,/,8.6,4.6,-0.3,-4.1,-0.4,-0.3,-4.3
O=C(O)c1ccc(/C=N/NC(=O)c2ccc(F)cc2)cc1,-2.2,i,-0.8,-3.9,-3.6,-2.2,3.0,15.0,-0.4,2.1
Cc1ccc(SC[C@H](C)CN2CC[C@H](C)CCC2=O)cc1,-1.1,-12.8,0.2,12.7,-11.9,-1.3,3.1,8.5,i,9.6
Cc1ccc(S(=O)(=O)CCC(=O)N2CCN(c3ccccc3F)CC2)cc1,-2.5,-7.8,-0.8,9.1,-0.4,-0.3,2.5,-5.5,-0.2,11.7
O=C(c1cc(-c2ccccc2Cl)nc2ccc(Br)cc12)N1CCN(c2ccccn2)CC1,4.3,3.6,-0.8,5.4,5.5,-1.0,-6.2,6.3,i,-8.7
COc1cccc(C(=O)c2c(C)c(CCC#N)n3ccccc23)c1,-4.1,-8.1,3.7,1.1,5.7,5.2,-9.3,-0.6,-0.2,3.5
COC(=O)c1ccccc1NC(=O)CNc1ccc(F)c(S(=O)(=O)N2CCOCC2)c1,1.8,12.5,0.9,/,/,-1.8,-2.1,2.1,-0.5,0.7
CC(NC(=O)/C(C#N)=C1\N=C(NC(=O)c2cccs2)c2ccccc21)c1ccccc1 (configuration not stated),3.5,1.1,/,-3.8,1.8,-0.7,3.0,13.7,-0.4,-2.6

# Not all compounds are listed; rates above refer to the full screens.
